Screening results as filed in PubChem BioAssay.
VEEV TC-83 Vero: inhibitors of VEEV TC-83 cytopathic effect, confirmation, Vero cells (AID 588727); Vero cells, VEEV TC-83 cytopathic effect inhibition; higher % means a stronger effect; inhibition, % at 20 µM; hits with a dose series show IC50 in µM; 350,000 tested, 0.13% active; in the data active = a potency from the dose series; inconclusive = inhibition mostly from about 14% at the one dose, without a potency; inactive = the rest, 99 in 100 with inhibition below about 12%; note: strong numbers were not always called active
tuberculosis growth: growth inhibition of non-replicating M. tuberculosis (AID 488890). 320,000 tested, 0.39% active. inhibition, % at 25 µM, or IC50 in µM where a hit was titrated. Mycobacterium tuberculosis non-replicating, growth inhibition; higher % means a stronger effect; in the data active = a potency from the dose series; inconclusive = inhibition mostly from about 82% at the one dose, without a potency; inactive = the rest, 99 in 100 with inhibition below about 76%;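 note: plate controls were DMSO cells for no effect and high antibiotic wells for full effect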
influenza NS1A: NS1A inhibition, H1N1 influenza, cell based functional assay (AID 504329); NS1A functional cell-based assay, percent inhibition; higher % means a stronger effect; inhibition, % at 12.5 µM, or IC50 in µM where a hit was titrated; 340,000 tested, 0.3% active; in the data active = a potency from the dose series; inconclusive = inhibition above about 27% without an active follow-up result; note: strong numbers were not always called active
H37Rv inhibition: M. tuberculosis growth inhibition, HTS (AID 449762); M. tuberculosis H37Rv growth inhibition, 7H9 media; higher % means a stronger effect; inhibition, % at 25 µM, or IC50 in µM where a hit was titrated; 330,000 tested, 0.59% active; in the data active = a potency from the dose series; inconclusive = inhibition above about 70% without an active follow-up result;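 note: bacterial growth assessed after seven days of incubation; strong numbers were not always called active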
PhoP GFP inhibition: PhoP regulon inhibitors, Salmonella typhi PhoP promoter GFP reporter, confirmatory (AID 1850); 310,000 tested, 0.33% active; inhibition, % at 50 µM, or IC50 in µM where a hit was titrated; Salmonella Typhi PhoP-promoter GFP reporter, fluorescence, 4 h; higher % means a stronger effect; in the data active = a potency from the dose series; inconclusive = inhibition mostly from about 25% at the one dose, without a potency; inactive = the rest, 99 in 100 with inhibition below about 19%;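 note: 0% = induced wells with vehicle and 100% = uninduced wells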
VEEV TC-83 Vero 10K pilot screen: also measured in VEEV TC-83 Vero; calls as there; inhibition, %; measured here: 10K pilot screen inhibition
* marks the source's active call; other numbers are inactive results; i = inactive; ? = inconclusive; . = no result given.

SMILES | VEEV TC-83 Vero | tuberculosis growth | influenza NS1A | H37Rv inhibition | PhoP GFP inhibition | others
O=C(COc1ccc(S(=O)(=O)N2CCc3ccccc32)cc1Cl)NCc1ccccn1 | 0.6% | 23% | 0% | -6% | -3%
CN(Cc1c(F)cccc1Cl)C(=O)c1ccc(COc2ccccc2)cc1 | 2.8% | 36% | -4% | -3% | -8%
O=C(NCCN1C(=O)C2C3C=CC(C3)C2C1=O)Nc1ccccc1O (configuration not stated) | 0.9% | 7% | -8% | -2% | 2%
C=CCn1nnc2sc3c(c2c1=O)CCC(C)C3 (configuration not stated) | 4.0% | -4% | 4% | -1% | -5%
O=C(Oc1ccc(Cl)c2cccnc12)N1CCCCC1 | 0.1% | 23% | 4% | 18% | -3%
CCC1CCC2(CC1)NC(=O)N(CC(=O)Nc1ccc(OC)cc1)C2=O (configuration not stated) | 3.7% | . | -1% | . | .
CCN(C(=O)CN1CCN(c2ccccc2F)CC1)c1c(N)n(Cc2ccccc2)c(=O)[nH]c1=O | i | -3% | -3% | -5% | 1%
CC(C)C(c1nnnn1Cc1ccc(F)cc1)N1CCN(Cc2ccc3c(c2)OCO3)CC1 (configuration not stated) | 0.7% | 29% | 4% | 6% | -8%
O=C(/C=C/c1cccs1)NCc1cccnc1 | 0.0% | 3% | 16% | 1% | -6%
Clc1ccc(-c2nnnn2-c2ccc(Cl)c(Cl)c2)cc1Cl | 2.6% | 15% | 17% | 4% | 4%
Cc1ccc(N(CCC#N)C(=O)COC(=O)C2CCN(c3ccc(C(F)(F)F)cn3)CC2)cc1 | 4.9% | 12% | -9% | 6% | 7%
Cc1ccc(C)c(NC(=O)C(c2ccccc2)N2CCN(CC(=O)NC3CC3)CC2)c1 (configuration not stated) | 0.8% | . | -1% | . | .
C=CCn1c(SCC(=O)Nc2ccc(N3CCOCC3)cc2)nc2ccccc2c1=O | 1.6% | -7% | 0% | -6% | -8%
COc1ccccc1CNC(=O)CNC(=O)c1sc2ccccc2c1Cl | 8.1% | 7% | 0% | -4% | 7%
Cc1nc(NCc2ccco2)c2c(C)c(C)sc2n1 | i | 26% | -12% | 4% | -15%
CCOCCCNc1nc2c(C)cccn2c(=O)c1/C=C1\SC(=S)N(CC(C)C)C1=O | 3.2% | 2% | 8% | 7% | -11%
COc1ccc(/C=N/NC(=O)c2cccc(NC(C)=O)c2)c(C(=O)O)c1OC | 0.3% | 27% | -1% | 4% | 2%
CC(=O)N1CCN(c2ccc(NCc3ccc(C)s3)cc2)CC1 | i | 6% | 12% | -7% | -6%
COc1ccc(CNC(=O)C(OC(C)=O)c2ccccn2)cc1 (configuration not stated) | 0.9% | 1% | 3% | -4% | -10%
COc1ccc(-n2nnc3c(=O)n(C/C=C/c4ccccc4)cnc32)cc1 | 2.8% | -2% | 7% | 2% | -7%
CC(C)Nc1nnc(SC(C)C(=O)Nc2ccc(N3CCOCC3)cc2)s1 (configuration not stated) | i | -2% | -11% | 7% | .
O=C(CCN1CCCCC1)Nc1ccc(Br)cc1 | 1.1% | -8% | 5% | -5% | -3%
O=C(CN1CCN(C(=O)CNC(=O)c2ccc3c(c2)OCO3)CC1)Nc1cccc(F)c1 | 1.0% | 16% | 5% | -4% | .
Cc1nnc(C)c2c(C)n(Cc3ccc4c(c3)OCO4)c(C)c12 | i | 54% | 7% | -5% | 10%
COc1ccc(NC(=O)c2ccc3c(c2)OCO3)cc1[N+](=O)[O-] | 0.7% | -7% | 6% | 9% | 2%
Cc1ccc(C)c(NC(=O)C(OC(=O)c2ccc(C)s2)c2ccccc2)c1 (configuration not stated) | i | 3% | 14% | 6% | -5%
CCOC(=O)C1=C(CN2CCc3ccccc32)NC(=O)NC1c1cc(C)ccc1C (configuration not stated) | 1.5% | 35% | 11% | 60% | 6%
CN1CCN(c2ccc(S(=O)(=O)N3CCCCC3)cc2NC(=O)CSCc2ccccc2)CC1 | 5.7% | 31% | -4% | 2% | -7%
COc1cccc(C(=O)C2CCCN(Cc3cccc(-n4cccn4)c3)C2)c1 (configuration not stated) | 4.8% | 28% | -4% | 15% | -1%
COc1cc(NC(=O)c2ccccc2-c2ccccc2)cc(OC)c1OC | . | 6% | . | -3% | 5%
COC(=O)c1ccc2nc3c(cc2c1)[C@@H]1CCN2C(=O)CCC[C@H](C3)[C@H]12 | 1.0% | . | 0% | . | .
COc1cc(-c2nnc(CSc3nnc4nc(C)cc(C)n34)o2)cc(OC)c1OC | 0.2% | -11% | 12% | -5% | 6%
COC(=O)C(C)Sc1nc2c(c(=O)[nH]c(=O)n2C)n1CCCc1ccccc1 (configuration not stated) | 0.3% | 4% | 2% | 4% | -7% | VEEV TC-83 Vero 10K pilot screen=1.4
CSc1ncccc1C(=O)OCC(=O)N1CCN(C(=O)c2ccco2)CC1 | 0.7% | 5% | -1% | -2% | .
CN(Cc1ccco1)C(=O)CSc1nc(C2CC2)n(-c2ccccc2)n1 | 2.2% | . | -15% | . | .
COc1ccc(Nc2cc(C)nc(N3CCOCC3)n2)cc1 | 0.2% | . | -4% | 0% | 3%
Cc1ccccc1Cn1cnc2c(NS(C)(=O)=O)c(C)c(C)cc21 | i | 24% | 0% | -9% | -3% | VEEV TC-83 Vero 10K pilot screen=2.7
COc1ccc(C(=O)N2CCN(c3nnnn3-c3ccccc3)CC2)cc1OC | 1.4% | -4% | 6% | -25% | 0%
CC(=O)C1=C(C)Nc2ncnn2C1c1cccc(Br)c1 (configuration not stated) | 0.3% | -21% | 4% | 0% | 1%
CC(C)CCNC(=O)c1c(N)n(CC2CCCO2)c2nc3ccccc3nc12 (configuration not stated) | i | 19% | -40% | 49% | -1%
COc1cc(S(=O)(=O)NCc2ccccn2)c(OC)cc1Cl | i | -5% | -9% | 2% | 7%
c1cncc(CNc2ncnc3ccc(-c4ccc5c(c4)OCO5)cc23)c1 | 1.2% | 8% | 6% | 1% | .
Cc1ccc(S(=O)(=O)c2c(C)nn(C(C)(C)C)c2OC(=O)C(C)C)cc1 | 3.6% | -4% | -12% | -3% | 15%
O=C(COC(=O)CCC(=O)c1ccc(F)cc1)Nc1ccc(Cl)cn1 | i | ? | 3% | -3% | .
CCOC(=O)Cc1csc(NC(=O)c2ccc(S(=O)(=O)N3CCCC3)cc2)n1 | 1.4% | 20% | 0% | 4% | 24%
O=C(COC(=O)c1cc(=O)[nH]c2ccccc12)NC(=O)NC1CCCCC1 | i | 5% | -8% | -9% | -5%
C=C(C)COc1ccc2c(c1)CCC1C2CCC2(C)C(=O)C(=NO)CC12 (configuration not stated) | ? | . | 4% | . | .
O=C(Nc1ccc([N+](=O)[O-])cc1)c1cc2ccccc2nc1Cl | 6.1% | 0% | -7% | 41% | 10%
CC(=O)c1cc(C#N)c(SCC(=O)C(C)(C)C)nc1C | i | 22% | -6% | 9% | -7%
CCCCCCOC(=O)c1ccc(OC(=O)c2cccnc2)cc1 | 2.3% | ? | 3% | ? | -7%
CNc1ccccc1C(=O)OCC(=O)c1ccccc1 | i | 25% | -19% | 9% | -4%
COc1ccc(C(=O)CN(Cc2ccccc2)C2=NCCS2)cc1 | i | 9% | -2% | 5% | -5%
O=c1oc(CCO)cc2ccc(Br)cc12 | 0.3% | 2% | -4% | 9% | .
Cc1ccc(C(=O)Nc2nncs2)cc1S(=O)(=O)N1CCOCC1 | 1.3% | -16% | 2% | 3% | 4%
N#CC(=C1C=CC(=NO)C(Cl)=C1)c1ccc(Cl)cc1 | 11% | . | -5% | . | .
Cc1cc(C)c(C)c(S(=O)(=O)Nc2ccc3cn[nH]c3c2)c1C | 4.0% | 9% | -2% | -7% | .
Cc1ccc2c(CSc3nnc(C4CC4)n3N)cc(=O)oc2c1C | 5.7% | 0% | 5% | -8% | 1%
COc1cccc(/C=C2\SC(=S)N(CCCC(=O)Nc3ccc(C(=O)O)cc3)C2=O)c1 | 5.7% | 62% | 6% | -5% | -6%
Cc1ccccc1OCC(=O)Nc1ccc2c(c1)C(=O)c1ccccc1C2=O | 0.0% | 2% | 7% | 5% | -6%
O=C1CCCN1c1ccc(S(=O)(=O)NCc2ccc(F)cc2)cc1 | 1.6% | 0% | 2% | -11% | 8%

Next section, overlapping the part above by 5 compounds.
SMILES | VEEV TC-83 Vero | tuberculosis growth | influenza NS1A | H37Rv inhibition | PhoP GFP inhibition | others
Cc1cc(C)c(C)c(S(=O)(=O)Nc2ccc3cn[nH]c3c2)c1C | 4.0% | 9% | -2% | -7% | .
Cc1ccc2c(CSc3nnc(C4CC4)n3N)cc(=O)oc2c1C | 5.7% | 0% | 5% | -8% | 1%
COc1cccc(/C=C2\SC(=S)N(CCCC(=O)Nc3ccc(C(=O)O)cc3)C2=O)c1 | 5.7% | 62% | 6% | -5% | -6%
Cc1ccccc1OCC(=O)Nc1ccc2c(c1)C(=O)c1ccccc1C2=O | 0.0% | 2% | 7% | 5% | -6%
O=C1CCCN1c1ccc(S(=O)(=O)NCc2ccc(F)cc2)cc1 | 1.6% | 0% | 2% | -11% | 8%
CCN(CC(=O)Nc1ccc(NC(C)=O)cc1)C(=O)CN1C(=O)NC(C)(c2ccc3ccccc3c2)C1=O (configuration not stated) | 0.6% | . | 13% | . | .
Cc1cc(C)n2c(SCc3ccc(C#N)cc3)nnc2n1 | i | -6% | 5% | -2% | -2%
CN1Cc2ccccc2-n2nncc2C1 | 0.1% | . | 4% | . | .
CCc1ccc(/C=N/NC(=O)c2cc(C3CC3)nc3ccccc23)s1 | 5.0% | -13% | 5% | -2% | -2%
COc1cccc(CNC(=O)Cn2nc(-c3ccc(Cl)cc3)ccc2=O)c1 | i | 9% | 0% | -11% | -2%
Cc1cccn2c(CNCCCOc3cccnc3)c(C(=O)N3CCOCC3)nc12 | i | -17% | -9% | 1% | -17%
CC(C)CC(=O)CC1(O)C(=O)Nc2ccccc21 (configuration not stated) | 0.8% | -1% | 3% | -1% | 6%
COc1cc(NC(=O)c2cccs2)c(C(=O)OCC(=O)c2cc(C)n(-c3ccccc3)c2C)cc1OC | 8.9% | 26% | 1% | -3% | -10%
Nc1cc(Cl)ccc1C(=O)OCC(=O)NCc1cccs1 | 5.7% | 40% | -13% | 0% | .
CCOc1ccc(-c2cc(CCCC(=O)NCc3ccco3)no2)cc1 | 1.3% | 64% | 1% | -6% | 9%
COc1ccc(CCNC(=O)CSc2ccc3nnc(CCNC(=O)c4ccc(C)cc4)n3n2)cc1OC | 0.9% | -3% | 3% | -7% | -4%
O=C1CCC(c2ccccc2)=NN1 | 7.4% | 2% | 5% | 0% | -11%
COc1cc(-c2nc(CN(C)C(C)c3ccncn3)c(C)o2)ccc1F (configuration not stated) | 1.4% | 59% | 3% | 65% | -5%
CC/C(=N\NC(C)=O)c1ccc(OC(F)F)cc1 | . | 4% | . | 2% | -26%
CC1=C(C(N)=O)C(c2ccc(Cl)cc2)n2nc(CCCO)nc2N1 (configuration not stated) | 0.8% | -16% | -15% | -14% | -6%
COc1cccc(CNC(=O)CCc2nnc(C3CCCCC3)o2)c1 | 0.1% | 23% | -1% | -9% | 4%
CC(C)(C)C1CCc2onc(C(=O)Nc3cnn(Cc4ccc(F)cc4)c3)c2C1 (configuration not stated) | i | -5% | 2% | 4% | 4%
O=C(/C=C/c1ccc(-c2ccccc2[N+](=O)[O-])o1)c1ccc(F)cc1 | 1.3% | ? | 3% | 20% | -1%
CSC1=NCCCN1C(=O)c1c(-c2ccccc2Cl)noc1C | 1.1% | 5% | 2% | -4% | -4%
CCCNS(=O)(=O)c1ccc(CCC(=O)N2CCN(c3ccc(OC)cc3)CC2)cc1 | 0.3% | 13% | 10% | 1% | 8%
CC(=O)Nc1ccc(NS(=O)(=O)c2cn(C)c(=O)n(C)c2=O)cc1 | i | -30% | -14% | -7% | 0%
Cc1ccc(C2=N/C(=C\c3ccc(F)cc3)C(=O)N2)cc1 | 4.0% | -2% | -14% | -5% | .
O=[N+]([O-])c1ccc(SNc2ccccc2)c([N+](=O)[O-])c1 | 0.1% | . | 23% | . | .
COc1ccc(N2CC(NC(=O)NC(C)(C)C)CC2=O)cc1 (configuration not stated) | 1.1% | 16% | -9% | 3% | -5%
CN(C)/C(=N\S(=O)(=O)c1ccccc1)c1ccccc1 | 0.4% | -7% | -5% | -4% | 20%
COc1ccc(-c2cc(C(=O)NCC(C)C)no2)cc1 | 1.7% | 32% | -13% | -2% | 0%
O=C(Cc1ccccc1[N+](=O)[O-])Nc1ccccc1C(=O)N1CCOCC1 | 0.5% | -3% | -4% | -4% | 2%
